Screening data (PubChem BioAssay)
mIAP activ: mouse IAP activation; actives 0.24% (n = 330,000); activation factor at 10 µM; muIAP, CDP-Star luminescence, 30 min; hits give high values; 1 = vehicle-only enzyme signal, 0 = enzyme-free wells;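 active means activation factor of at least 2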; further: the source names both 10 and 20 µM as test concentration; values of inactives mirror those of a sister screen read the other way
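System: mouse IAP enzyme. Reagent: CDP-Star chemiluminescent phosphatase substrate. Benchmarks: DMSO wells, no-enzyme wells. Times: 30 min enzyme-substrate-compound incubation at room temperature. Detection: luminescence from enzymatic CDP-Star hydrolysis. Doses: test compounds delivered from DMSO solution.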
TIM10 inh: TIM10 yeast growth inhibition; AID 463195; inhibition, % at 10 µM; actives 1.4% (n = 330,000); S. cerevisiae TIM10 strain growth, BacTiter-Glo luminescence, 24 h;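 active means inhibition of 40% or more at the single tested concentration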;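 further: wild-type TIM10 isogenic control strain grown at permissive 25 °C; 0% = DMSO yeast wells and 100% = minimal medium wells without yeast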
hIAP inh: blocks human intestinal alkaline phosphatase. P09923. purified IAP, CDP-Star luminescence, 30 min. actives 0.12% (n = 330,000). AID 2544. inhibition, % at 10 µM;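 active means inhibition reaching a set limit with compound at 10 µM in the primary screen, cut at about 35% in these data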;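 further: plate controls were DMSO wells with enzyme for no effect and no-enzyme buffer wells for full effect; values of inactives mirror those of a sister screen read the other way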
Target sequence (P09923 whole entry, looked up): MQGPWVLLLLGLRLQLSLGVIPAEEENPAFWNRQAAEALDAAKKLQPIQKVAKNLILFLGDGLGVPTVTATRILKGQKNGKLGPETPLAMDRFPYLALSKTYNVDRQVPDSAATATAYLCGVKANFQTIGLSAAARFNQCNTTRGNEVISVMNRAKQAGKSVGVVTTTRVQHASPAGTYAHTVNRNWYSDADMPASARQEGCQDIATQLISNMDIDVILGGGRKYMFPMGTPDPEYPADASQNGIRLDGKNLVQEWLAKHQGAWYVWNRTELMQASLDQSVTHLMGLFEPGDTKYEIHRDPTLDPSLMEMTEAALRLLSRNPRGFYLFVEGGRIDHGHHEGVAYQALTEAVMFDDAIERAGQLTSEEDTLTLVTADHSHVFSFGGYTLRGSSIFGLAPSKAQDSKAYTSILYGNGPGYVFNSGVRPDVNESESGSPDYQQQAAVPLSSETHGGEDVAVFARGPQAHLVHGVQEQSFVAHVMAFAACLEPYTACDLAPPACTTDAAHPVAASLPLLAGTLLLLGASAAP
tim10-1 inh: inhibits growth of tim10-1 mutant yeast; S. cerevisiae tim10-1 ts strain growth, BacTiter-Glo, 24 h; inhibition, % at 20 µM; actives 2.2% (n = 330,000);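 active means inhibition of at least 40%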;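 further: mutant grown at 25 °C; 0% = DMSO wells with yeast and 100% = wells holding no yeast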
MIN6 prolif: inducers of beta-cell replication in MIN6 cells. MIN6 cells proliferation, ATPlite luminescence, 48 h; cells starved in 0.2% serum; 100% = growth in 10% serum. proliferation, % at 10 µM. actives 0.29% (n = 330,000);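 active means compounds whose signal lies at least 3.5 SD above the mean of all wells on their plate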;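 further: 0% = DMSO-treated cells in low-serum medium and 100% = 10% serum control; some compounds called inactive have numbers as strong as hits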
APOBEC3G inh: inhibitors of human APOBEC3G DNA deaminase | Q9HC16 | recombinant A3G, ssDNA deamination FAM/TAMRA fluorescence | inhibition, % at 20 µM | actives 0.28% (n = 330,000);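 active means inhibition of at least 40% at 20 µM, with no more than 30% in the related APOBEC3A deaminase screen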;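 further: plate controls were DMSO wells with A3G for no effect and wells lacking A3G enzyme for full effect; some compounds called inactive have numbers as strong as hits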
Target sequence (Q9HC16 whole entry, looked up): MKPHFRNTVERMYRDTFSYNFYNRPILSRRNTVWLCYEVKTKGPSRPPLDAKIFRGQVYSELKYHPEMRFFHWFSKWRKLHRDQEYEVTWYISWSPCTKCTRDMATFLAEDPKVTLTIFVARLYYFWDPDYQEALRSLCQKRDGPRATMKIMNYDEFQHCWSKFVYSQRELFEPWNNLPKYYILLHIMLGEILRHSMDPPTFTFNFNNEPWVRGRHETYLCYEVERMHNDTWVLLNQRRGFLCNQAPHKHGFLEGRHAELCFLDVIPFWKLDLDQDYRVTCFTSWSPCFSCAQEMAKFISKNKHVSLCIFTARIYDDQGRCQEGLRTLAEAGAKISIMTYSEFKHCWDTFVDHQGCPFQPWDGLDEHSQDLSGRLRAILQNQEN
NALP3 yeast inh: inhibitors of NALP3 inflammasome in yeast; AID 2825; actives 0.39% (n = 330,000); Yeast reconstituted NLRP3/ASC/caspase-1, beta-gal luminescence, 24 h; inhibition, % at 10 µM;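 active means inhibition of 50% or more; inactive means inhibition below 50%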;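 further: plate controls were induced DMSO wells for no effect and uninduced yeast grown without galactose for full effect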
A3A deaminase: inhibitors of human APOBEC3A DNA deaminase. P31941. recombinant A3A, FAM/TAMRA ssDNA deamination fluorescence. inhibition, % at 20 µM. actives 0.41% (n = 330,000);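 active means at least 40% inhibition at 20 µM here, with at most 30% in a related deaminase screen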;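 further: plate controls were A3A with DMSO for no effect and wells lacking A3A enzyme for full effect; some results filed as inactive read as strong as hits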
Target sequence (P31941 whole entry, looked up): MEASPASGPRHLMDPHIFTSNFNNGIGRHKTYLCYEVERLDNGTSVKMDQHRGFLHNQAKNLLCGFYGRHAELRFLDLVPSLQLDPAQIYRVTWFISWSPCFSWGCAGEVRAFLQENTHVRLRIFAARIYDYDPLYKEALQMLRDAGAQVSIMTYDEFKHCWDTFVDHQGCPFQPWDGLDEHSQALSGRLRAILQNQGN
mIAP inh: mouse IAP inhibition | purified mouse IAP, CDP-Star luminescence, 30 min | inhibition, % at 10 µM | actives 0.2% (n = 330,000) | AID 2806;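 active means inhibition of at least 40% at 10 µM in the primary screen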;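 further: plate controls were DMSO with enzyme for no effect and no enzyme wells for full effect; values of inactives mirror those of a sister screen read the other way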
Starred values were filed as active, the others as inactive.

Compound	MIN6 prolif	A3A deaminase	TIM10 inh	NALP3 yeast inh	tim10-1 inh	mIAP inh	APOBEC3G inh	hIAP inh	mIAP activ
CN(Cc1c(C(=O)N/N=C/c2ccc(O)cc2)nnn1-c1nonc1N)c1ccccc1	-3	-1	9	3	-1	2	-3	-21	0.98
COc1ccc(C(=O)NCc2ccc(S(N)(=O)=O)cc2)cc1[N+](=O)[O-]	-1	-2	8	22	21	0	-5	16	1
O=C(/C=C/c1ccc(Br)cc1)NC(=S)NNC(=O)c1ccco1	-2	-2	-18	21	20	17	-4	-84	0.83
CCCCNC(=O)/C(C#N)=C/c1cccnc1	-3	-1	50*	18	44*	11	-5	5	0.89
CCCC(=O)NC(=S)Nc1ccc(N2CCN(C(=O)c3cccs3)CC2)cc1	-3	-1	-3	-2	20	18	-5	4	0.82
COc1ccccc1OC(C)C(=O)Nc1ccc(S(=O)(=O)Nc2nccs2)cc1 (stereo not drawn)	-1	3	0	14	-6	10	-12	-6	0.9
CCOC(=O)c1c(C)[nH]c(C(=O)OCC(=O)Nc2cc(C)c(Cl)cc2OC)c1C	-4	-1	7	5	13	7	1	-3	0.93
COc1cc2cc(Oc3ccc4ccc(=O)oc4c3)c(=O)oc2cc1OC(C)=O	0	-62	8	6	13	-18	-108	20	1.2
Cc1ccsc1C(=O)NCCc1c[nH]c2ccccc12	-2	-1	2	27	-28	1	-5	25	0.99
O=C(COC(=O)COc1ccc(Cl)cc1)NCc1cccs1	0	2	-30	13	7	-1	2	2	1

A second format for part of the listing above:
Cc1ccsc1C(=O)NCCc1c[nH]c2ccccc12
  MIN6 prolif: -2
  A3A deaminase: -1
  TIM10 inh: 2
  NALP3 yeast inh: 27
  tim10-1 inh: -28
  mIAP inh: 1
  APOBEC3G inh: -5
  hIAP inh: 25
  mIAP activ: 0.99

O=C(COC(=O)COc1ccc(Cl)cc1)NCc1cccs1
  MIN6 prolif: 0
  A3A deaminase: 2
  TIM10 inh: -30
  NALP3 yeast inh: 13
  tim10-1 inh: 7
  mIAP inh: -1
  APOBEC3G inh: 2
  hIAP inh: 2
  mIAP activ: 1

CN(Cc1c(C(=O)N/N=C/c2ccc(O)cc2)nnn1-c1nonc1N)c1ccccc1
  MIN6 prolif: -3
  A3A deaminase: -1
  TIM10 inh: 9
  NALP3 yeast inh: 3
  tim10-1 inh: -1
  mIAP inh: 2
  APOBEC3G inh: -3
  hIAP inh: -21
  mIAP activ: 0.98

COc1ccc(C(=O)NCc2ccc(S(N)(=O)=O)cc2)cc1[N+](=O)[O-]
  MIN6 prolif: -1
  A3A deaminase: -2
  TIM10 inh: 8
  NALP3 yeast inh: 22
  tim10-1 inh: 21
  mIAP inh: 0
  APOBEC3G inh: -5
  hIAP inh: 16
  mIAP activ: 1

Later entries:
Compound	MIN6 prolif	A3A deaminase	TIM10 inh	NALP3 yeast inh	tim10-1 inh	mIAP inh	APOBEC3G inh	hIAP inh	mIAP activ
CCOC(=O)N1CCC(N2C(=O)c3ccccc3C2Nc2cccnc2)CC1 (stereo not drawn)	0	-3	0	2	-5	-16	-4	2	1.2
Cc1ccc(C(=O)Nc2cccc(C(F)(F)F)c2)cc1NC(=O)c1ccno1	-1	-1	0	6	-24	10	-9	-8	0.9
Cc1ccccc1-c1nc(-c2ccc(NC(=O)c3cccs3)cc2)no1	0	-2	-6	24	-28	14	-5	-1	0.86
CCCCC1=CC2=CC(=O)C(C)(OC(=O)c3ccco3)C(=O)C2=CO1 (stereo not drawn)	0	17	14	-10	4	13	3	0	0.87
Cc1cc(N=CC2=C(O)CCCC2=O)no1	0	-18	2	3	22	1	-6	-13	0.99
COc1ccc2c(c1)c1nnc(SC)nc1n2C	-2	-1	81*	40	63*	0	0	-5	1
CCOC(=O)[C@@H]1[C@H]2COc3ccc(Br)cc3[C@H]2N2C(=O)N(c3cccc(Cl)c3)C(=O)[C@]12C	-4	0	13	-10	-50	-4	-5	-9	1
O=C1C=C(c2ccc3ccccc3c2)C[C@@H](c2ccc(F)cc2)C1	-7	-6	12	6	19	6	-13	-8	0.94
CCOC(=O)C1(Cc2cccc(OC)c2)CCCN(C(=O)c2ccccc2C)C1 (stereo not drawn)	1	-1	-3	6	3	-3	-3	-20	1
CN=c1oc2ccc(Cl)cc2cc1C(N)=O	-2	-6	21	51*	29	0	-7	-5	1
Cc1cc(C)cc(NC(=S)NCc2ccncc2)c1	2	2	12	-5	12	-14	-10	2	1.1
CCOC(=O)N1CCN(CC(=O)Nc2c(C(=O)OC)[nH]c3cccc(Cl)c23)CC1	0	-8	0	-2	13	-24	-3	-13	1.2
Cc1ccc(Cn2nc(C)c(NC(=O)CSc3n[nH]c(C)c3[N+](=O)[O-])c2C)cc1	0	-3	3	6	13	13	-9	11	0.87
O=C(Nc1ncc2c(n1)CC(c1ccccc1)CC2=O)c1ccco1 (stereo not drawn)	0	-6	16	26	16	7	-6	-6	0.93
CN(C)CCNC(=O)CCCNC(=O)Cn1cnc2sc3c(c2c1=O)CCCC3	1	0	-2	15	3	-2	0	-2	1
O=C(Nc1ccccc1)/C(=C\c1ccncc1)NC(=O)c1ccccc1	3	-4	0	5	3	-1	-5	2	1
CCCC(O)(CCC)C(=O)NNc1ccccc1	2	-4	-17	6	-13	5	-5	-5	0.95
COc1ccccc1Oc1nc([N+](=O)[O-])nn1CC(N)=O	2	6	-6	-5	14	-4	3	-2	1
CC(=O)c1cccc(NS(=O)(=O)c2csc(C(N)=O)c2)c1	-4	-1	-10	14	5	-9	-6	-11	1.1
CCCNS(=O)(=O)c1ccc(OCC(=O)N2CCN(c3ccccc3)CC2)cc1	-1	-2	0	2	26	-5	-8	-31	1
CN(C)N1C(=O)CC(N2CCCC2)C1=O (stereo not drawn)	2	0	-4	5	3	0	0	2	1
COc1ncccc1-c1nnn(-c2ccccc2Br)n1	4	-1	-9	22	11	6	-6	5	0.94
O=C1c2ccccc2C(Nc2ccccc2)N1Cc1ccc2c(c1)OCO2 (stereo not drawn)	-4	-1	10	4	15	0	-3	5	1
Brc1ccccc1-c1ccccc1	-3	0	6	12	-20	3	-1	11	0.97
CCc1ccc2ncc(C(=O)c3ccccc3)c(N3CCOCC3)c2c1	-2	-4	3	12	23	14	2	16	0.86
CN(C)CCSc1nc2cc(S(=O)(=O)N3CCCCC3)ccc2o1	-2	12	0	6	6	3	4	14	0.97
CCOCCc1nnc(NC(=O)c2cc(OC)c(OC)cc2[N+](=O)[O-])s1	-1	2	7	1	4	5	-16	10	0.95
COc1ccc(S(=O)(=O)n2nc(OC(=O)c3c(-c4ccccc4Cl)noc3C)cc2N)cc1	2	1	21	-9	31	0	1	-9	1
Cc1cccc(OCC(=O)N(Cc2ccc(C)o2)C2CCS(=O)(=O)C2)c1 (stereo not drawn)	1	-12	-5	5	5	1	-8	-18	0.99
CCCCCn1c(=O)[nH]c2cc(C(=O)NCc3ccc4c(c3)OCO4)ccc2c1=O	-2	0	3	14	14	-3	0	11	1
CCOc1ccc(N2C(=O)CC(Cc3ccc(Br)cc3)C2=O)cc1 (stereo not drawn)	-2	2	6	22	25	6	-9	27	0.94
CCc1ccccc1-n1cnc2cc(C(=O)O)ccc21	-1	-1	-22	19	3	-4	-3	10	1
NS(=O)(=O)c1ccc(CNC(=O)Cn2nc(C(F)F)cc2C(F)F)cc1	5	-1	0	-5	10	-2	-4	10	1
C=C1c2cc(CC)ccc2NC(=O)N1c1ccc(C)cc1	-2	-1	18	-13	25	2	-4	9	0.98
CN(CC(=O)NC(c1ccccc1)c1ccccc1)Cc1nc2ccccc2c(=O)[nH]1	-4	-2	6	6	9	-109	-3	-122	2.1*
CCOC(=O)CN(c1ccccn1)S(=O)(=O)c1ccc(OC)cc1	-2	1	7	1	-1	5	-4	7	0.95
CN(CCNS(=O)(=O)c1ccc2c(c1)oc(=O)n2C)Cc1ccccc1	2	-3	-15	14	-2	0	-2	5	1
Cc1ccc(NC(=O)C2CCN(S(C)(=O)=O)CC2)cc1C	2	-2	-10	6	-15	-2	-6	11	1
OCC1(Cc2cccc(F)c2)CCN(Cc2ccc3cccc(F)c3n2)CC1	-1	3	-3	14	12	-4	0	9	1
CCOC(=O)c1cc2sccc2n1CC(=O)Nc1ccc(OC)c(OC)c1	1	-1	6	4	9	-2	-5	-18	1
Cc1ccc(-n2nc3c(=O)n(C(C)C(=O)NCc4ccco4)nc(C)c3c2C)cc1 (stereo not drawn)	4	1	6	1	-4	-1	0	18	1
COc1ccccc1N1CCN(S(=O)(=O)CCNC(=O)CC2CCCCC2)CC1	0	1	3	-8	12	2	-8	-12	0.98
CCC(=O)NC(c1ccccc1)c1c(OC(C)=O)ccc2ccccc12 (stereo not drawn)	-2	3	8	17	0	-3	-9	8	1
CCOC(=O)c1sc(NC(=O)CSc2nnnn2-c2ccccc2)c(C(=O)OCC)c1C	0	0	-21	6	-5	0	-9	-9	1
COc1ccc(Cn2cc([N+](=O)[O-])nc2C)cc1[N+](=O)[O-]	1	-2	10	-3	2	2	-7	18	0.98
CNS(=O)(=O)c1ccc(NC(=O)Nc2ccc3c(c2)OCO3)cc1	-5	-1	5	26	-19	-24	-10	4	1.2
Cc1cc(O)cc(O)c1C(=O)Cc1ccccc1	2	2	8	-1	-1	4	-4	-15	0.95
Cc1ccccc1OCCCn1c(=O)sc2ccccc21	-2	5	18	14	15	1	-4	4	0.99
Cn1nnnc1NCc1cccc(Cl)c1Cl	-3	1	5	2	0	-5	-3	9	1.1
CCN(CC)C(=O)[C@H]1CC(CC(=O)NCCC2=CCCCC2)C(=O)N2CCc3c([nH]c4ccccc34)[C@]12C (stereo partly drawn)	-3	-4	9	17	11	-14	-2	-27	1.1

(further entries)
Compound	MIN6 prolif	A3A deaminase	TIM10 inh	NALP3 yeast inh	tim10-1 inh	mIAP inh	APOBEC3G inh	hIAP inh	mIAP activ
Cn1nnnc1SCC(=O)Nc1ccccc1C(=O)NCc1ccccc1	-2	-3	-2	7	-2	1	-3	-26	0.99
Cc1sc(NC(=O)C2CCCC2)c(C#N)c1C	-3	-1	26	-23	31	11	2	9	0.89
O=C(NC1CCCC1)C1CC(=O)N(c2ccccc2)C1 (stereo not drawn)	-6	-5	-15	12	-3	4	-11	10	0.96
COCCn1c(SCC(=O)N2CCCC2)nnc1-c1ccco1	2	-3	3	13	-17	4	-6	0	0.96
O=C(C1CCCN(Cc2ccc(F)cc2)C1)N1CCCCC1 (stereo not drawn)	1	-6	4	6	0	7	-8	4	0.93
c1nc(NC2CCCC2)c2[nH]cnc2n1	-2	-1	1	7	-9	14	-3	-22	0.86
CCOc1ccc(Br)cc1S(=O)(=O)Nc1ccc(C(=O)Nc2ccccc2OC)cc1	0	-1	16	14	14	1	-2	-8	0.99
Cc1c(NC(=O)C(C)OC(=O)c2cccs2)c(=O)n(-c2ccccc2)n1C (stereo not drawn)	-3	-2	-2	7	9	-1	-1	0	1
O=C(Nc1ccc2c(c1)OCO2)C1CC(=O)N(c2ccc(F)cc2)C1 (stereo not drawn)	-5	-2	10	0	-12	6	-9	1	0.94
CCOc1ccc2cc(C#N)c(SCC(=O)N3CCOCC3)nc2c1	-2	0	13	10	43*	4	-9	-6	0.96
CCCn1c(SCC(=O)NCc2ccco2)nc2c1c(=O)n(C)c(=O)n2C	-4	-2	0	4	-5	-8	-6	4	1.1
CC1Cc2ccccc2N1S(=O)(=O)c1cccc(C(=O)N2Cc3ccccc3CC2C(N)=O)c1 (stereo not drawn)	-1	1	11	5	0	-4	0	-6	1
COc1ccccc1-c1noc(-c2ccncc2)n1	-2	-2	1	11	-1	8	-3	-20	0.92
COc1ccc([N+](=O)[O-])cc1COc1ccc2c(-c3ccccc3)cc(=O)oc2c1	-3	-5	-9	3	-19	3	-9	-32	0.97
